Assay outcomes (PubChem)
Rtt109 Vps75: blocks Candida albicans Rtt109/Vps75 acetyltransferase activity | Q5AAJ8 | inhibition, % at 34.9 µM | hit rate 0.16% among 330,000 | purified Rtt109/Vps75, ThioGlo CoA-SH fluorescence, 4 h;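 active = inhibition of at least 50% in every replicate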
Target sequence (Q5AAJ8 whole entry, looked up): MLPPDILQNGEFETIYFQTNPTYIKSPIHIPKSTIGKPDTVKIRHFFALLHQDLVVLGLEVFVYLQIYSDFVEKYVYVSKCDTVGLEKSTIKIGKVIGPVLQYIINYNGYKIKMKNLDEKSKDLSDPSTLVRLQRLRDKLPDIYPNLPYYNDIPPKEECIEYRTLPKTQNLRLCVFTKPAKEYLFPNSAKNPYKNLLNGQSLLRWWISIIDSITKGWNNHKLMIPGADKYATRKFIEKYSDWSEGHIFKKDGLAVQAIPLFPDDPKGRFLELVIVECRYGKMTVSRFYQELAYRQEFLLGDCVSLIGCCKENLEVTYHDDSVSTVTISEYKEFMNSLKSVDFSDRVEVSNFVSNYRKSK
C-LANA FP: blocks KSHV LANA C-terminal domain binding to DNA | MBP-C-LANA/FAM-LBS DNA binding, fluorescence polarization | inhibition, % at 9 µM | hit rate 0.078% among 340,000;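 active = highest replicate inhibition at or above 60% at 9 µM, even if other replicates fall short; inactive = all replicates below 60% inhibition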;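 also: 0% = neutral control wells and 100% = 4 µM acridine orange control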
PfHsp90 yeast 2: reduces growth (ATP signal) of yeast expressing P. falciparum Hsp90. S. cerevisiae expressing PfHsp90, BacTiter-Glo ATP, 48 h; yeast lacking PDR1 and PDR3 efflux regulators. inhibition, % at 9.4 µM. hit rate 0.32% among 310,000;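 active = every replicate shows inhibition above about 80%, whatever the replicate mean, limit read from the data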;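 also: 0% = DMSO neutral controls and 100% = 20 µM radicicol positive controls; yeast relying on Plasmodium falciparum Hsp90 in place of its own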
PvdQ acylase: P. aeruginosa PvdQ acylase inhibition; inhibition, % at 10 µM; purified PvdQ acylase, fluorescence plate reader; AID 488965; hit rate 0.063% among 340,000; in the data active = inhibition above about 30%, passing the limit was not always enough;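 also: 0% = vehicle neutral wells and 100% = reference inhibitor wells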
Mot1-301 SUMO: inhibitors of SUMOylation pathway: yeast Mot1-301 growth rescue. hit rate 1% among 320,000. growth rescue, % at 18.8 µM. S. cerevisiae Mot1-301 growth rescue, ATP luminescence, 38.5C; percent above DMSO median, 100 means doubled;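 active = every valid replicate shows activation above 250% relative to neutral control wells; inactive = the rest, any valid replicate at or below 250%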;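 also: OY570 slx delta 5 strain wells were the positive control but not used for scaling; some compounds called inactive have numbers as strong as hits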
NSD2 HMT inh: NSD2 (human) methyltransferase inhibition; NSD2 peptide methylation, AlphaScreen, 120 min; inhibition, % at 12.5 µM; hit rate 0.54% among 310,000; in the data active = inhibition above about 50%
CDK5 p35 inh: blocks human CDK5/p35 kinase activity. hit rate 0.01% among 330,000. Q00535+Q15078. AID 488839. inhibition, % at 10 µM. Recombinant CDK5/p35, ADP-Glo luminescence, 60 min;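 active = highest replicate inhibition of at least 50% and at least 75% of replicates reaching 50%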;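 also: plate controls were DMSO neutral control for no effect and GW8510 at 10 µM for full effect; many of its hits are not listed in these tables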
cardiac RTF act: increases calcium sensitivity of human cardiac regulated thin filaments | AID 493008 | IANBD-labeled TnC RTF fluorescence at EC20 calcium; 0% EC20 calcium, 100% full calcium | hit rate 0.24% among 340,000 | activation, % at 7.2 µM;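 active = activation above the mean over all tested compounds plus 3 SD, cut at about 30% in these data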;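 also: rise in fluorescence read as greater calcium sensitivity of cardiac thin filaments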
Keap1-Nrf2 PPI: inhibitors of human Keap1-Nrf2 protein-protein interaction; Q14145; Keap1 Kelch-Nrf2 peptide fluorescence polarization, 1536-well; inhibition, % at 9.4 µM; hit rate 0.15% among 340,000; AID 504523; in the data active = inhibition above about 12%;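 also: human Keap1 Kelch domain with fluorescein labeled Nrf2 9mer peptide probe; 0% = neutral control wells and 100% = peptide positive control; higher means more block of Keap1 binding to Nrf2 peptide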
RTF Ca sens inh: cardiac RTF calcium desensitization; P19429+P45379; IANBD-labeled cardiac RTF, Ca2+ fluorescence; inhibition, % at 7.15 µM; hit rate 0.12% among 340,000;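 active = inhibition above the mean inhibition of all tested compounds plus 3 SD, cut at about 17% in these data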;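 also: assay run at fixed EC70 calcium of 1.6 mM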
dFosB activator: enhances mouse delta FosB homodimer DNA binding; purified delta FosB, TAMRA-CDK5 oligo fluorescence polarization; percent of positive-control signal above neutral wells; activation, % at 25 µM; hit rate 0.99% among 340,000; AID 493131;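 active = mean activation above about 17%, with every replicate also reaching it, limit read from the data, passing the limit was not always enough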;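 also: fluorescence polarization rise as delta FosB binds a TAMRA Cdk5 AP-1 oligo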
Target sequence (P13346 whole entry, looked up): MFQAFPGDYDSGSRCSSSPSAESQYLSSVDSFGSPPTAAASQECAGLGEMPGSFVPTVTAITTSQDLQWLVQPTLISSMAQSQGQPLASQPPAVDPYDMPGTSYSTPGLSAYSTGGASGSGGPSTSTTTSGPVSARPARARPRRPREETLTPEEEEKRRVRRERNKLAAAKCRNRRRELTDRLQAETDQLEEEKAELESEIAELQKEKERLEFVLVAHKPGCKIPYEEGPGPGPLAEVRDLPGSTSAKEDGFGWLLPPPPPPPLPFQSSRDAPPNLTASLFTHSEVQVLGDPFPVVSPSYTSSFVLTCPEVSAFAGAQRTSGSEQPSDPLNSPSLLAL
Numbers without * were called inactive; . = no result given.

SMILES	Rtt109 Vps75	C-LANA FP	PfHsp90 yeast 2	PvdQ acylase	Mot1-301 SUMO	NSD2 HMT inh	CDK5 p35 inh	cardiac RTF act	Keap1-Nrf2 PPI	RTF Ca sens inh	dFosB activator
Cc1cccc(C)c1NC(=O)CN(C)C(=O)C1CCCCC1	-2.6	1.3	.	5.2	-0.6	0.4	-0.6	-1.4	-1.3	-0.3	-1.5
COc1ccc(N2CC(C(=O)Nc3nc4ccc(OC)cc4s3)CC2=O)cc1 (centres undefined)	5.7	-1.0	4.0	2.0	-15.1	6.4	-0.8	-10.1	3.5	7.5	-5.8
OCc1c[nH]c2ccccc12	0.2	-0.1	-8.9	1.5	-9.5	.	-0.1	5.6	3.9	5.6	-8.0
COCCCNC(=S)N1CCN(c2ccc([N+](=O)[O-])cc2)CC1	-4.4	-0.9	-51.1	2.1	-1.8	3.9	-0.6	3.6	-1.2	-2.3	-2.2
COc1ccc(Cl)cc1NC(=O)c1cc(S(=O)(=O)N2CCCC2)cn1C	4.9	0.1	-12.3	19.4	-11.3	.	0.1	4.9	-0.4	-3.2	3.7
CCNC(=S)NNC(=O)Cc1ccccc1	5.1	-1.2	-3.2	0.1	-26.5	6.2	0.0	4.6	-1.4	-1.1	2.9
CNC(=S)N/N=C/c1c(C)c(C(=O)c2ccc(F)cc2)n2ccccc12	3.3	-0.1	23.2	8.4	-8.1	-3.0	-0.6	-1.5	-2.5	-6.5	-4.4
CC1=C(C(=O)OC(C)C)C(c2cccs2)NC(=S)N1 (centres undefined)	0.0	0.3	5.6	-6.3	-19.2	-0.4	1.6	4.5	-2.1	-0.8	-0.9
Cc1ccc(NC(=O)CN(C)C(=O)c2ccc(Cl)nc2)cc1	6.2	1.0	-10.7	-11.2	-6.8	-0.1	-0.2	-3.0	1.7	-4.4	-7.6
O=c1ccc2cc(O)c(O)cc2o1	-307.4	3.6	4.8	8.8	-6.0	.	-0.2	-4.5	-1.0	-5.3	6.8
CSc1nsc(/C=C/Nc2ccc(C)cc2)c1C#N	-3.2	0.2	4.4	-10.2	111.5	-0.3	1.5	2.8	-10.9	-12.1	-17.5
CN(C)c1cccc(NC(=O)NC2(C)CCS(=O)(=O)C2)c1 (centres undefined)	2.0	-3.5	-40.4	-14.7	.	1.2	2.6	-2.8	-5.5	-5.8	-3.1
O=C(O)c1cc(Nc2nc(N3CCOCC3)nc(N3CCOCC3)n2)ccc1Cl	-2.7	-1.6	-17.6	-8.3	11.6	-2.5	-1.8	-0.7	0.8	-5.6	-0.8
CCOC(=O)C1=C(c2ccccc2)OC(N)=C(C#N)C1c1cccs1 (centres undefined)	-1.6	0.9	.	-1.7	7.4	1.5	0.0	-2.2	3.0	-2.1	-1.8
COc1ccc2nc(NC(=O)CSCc3c(C)noc3C)sc2c1	-8.7	-1.2	-23.1	-10.1	2.0	1.7	2.6	2.9	-4.3	-6.7	-3.7
COc1ccc(Cn2c(=S)[nH]c3cc(C(=O)NCc4cccnc4)ccc3c2=O)cc1	0.4	1.3	11.7	-15.1	-6.8	-0.3	-0.2	3.5	2.7	-12.3	24.1*
COCCCNc1nc2c(-c3ccc(C)cc3)nnn2c2ccccc12	12.9	0.4	7.5	3.4	-11.7	-3.5	1.3	-2.5	3.5	-6.0	-5.6
O=C(O)c1ccccc1/C=N/NC(=O)C1CCCC1	20.2	1.3	16.1	4.1	-4.1	-7.0	0.2	5.3	1.8	-10.7	-3.9
CCN(C[C@H]1N[C@@](C)(C(=O)OC)[C@H]2C(=O)N(Cc3ccccc3)C(=O)[C@@H]12)C(=O)Nc1ccc(C)cc1	-1.0	-1.6	-5.2	-0.7	16.8	.	4.3	-0.6	-2.1	-4.9	-12.2
COCc1nnc(NS(=O)(=O)c2ccc(OC)cc2)s1	3.1	3.6	-8.4	-6.7	.	-3.0	1.1	0.3	-4.2	-0.8	-1.0
COC(=O)c1ccc2c(c1O)C(=O)c1ccccc1C2=O	-0.4	-1.1	-102.3	-10.1	.	0.1	1.7	-0.9	0.6	-3.3	-4.6
COc1cc(S(=O)(=O)Nc2ccccc2C)ccc1NC(=O)c1ccncc1	-0.7	-1.1	-18.4	-15.7	77.0	-0.8	-1.8	0.8	-1.7	-5.1	-6.8
CN(c1ccccc1)S(=O)(=O)c1cccc(C(=O)Nc2cccc(C(=O)NC3CC3)c2)c1	7.6	0.1	-8.9	-13.6	.	3.8	0.2	2.2	2.6	2.5	-3.5
COC(=O)CSc1nc(C)c(Oc2ccccc2)c(=O)[nH]1	-0.4	-1.9	-0.2	-4.4	-3.2	1.8	-0.3	6.9	4.9	-7.2	1.9
COCCNC(=S)N1CCC(NC(=O)c2ccco2)CC1	0.0	1.6	.	-13.4	-22.7	.	0.7	-3.9	-4.5	2.1	-3.7
O=C(Cc1csc(-c2ccccc2)n1)NCC(=O)Nc1ccc(F)c(F)c1F	-5.0	0.1	-14.7	-3.7	-1.6	-1.5	0.8	-2.5	-5.8	-3.7	-3.2
O=C(CSc1nc2ccccc2c(=O)[nH]1)N1CCN(c2ccccc2F)CC1	1.2	-0.6	1.4	-0.3	0.7	2.6	-0.5	2.6	-4.1	3.0	3.8
CS(=O)(=O)Nc1nnc(C2CCCC2)s1	-7.6	-1.2	-21.8	-18.9	-10.5	1.3	-2.1	2.7	-3.2	2.5	2.2
COc1cc2c(cc1NC(=O)COC(=O)/C=C/c1ccc([N+](=O)[O-])cc1)oc1ccccc12	-0.7	1.3	-5.1	-4.7	236.6	-2.6	2.7	16.2	0.1	-13.2	-3.5
Cc1ccc(SCCNS(=O)(=O)c2ccc3c(c2)OCCO3)cc1	16.2	-0.2	-39.3	13.6	-13.3	-0.4	-1.8	-6.0	-0.6	-3.8	-11.2
CCOc1cccc(-c2nnc(SCC(=O)NC3CC3)n2C)c1	-4.7	-0.7	5.6	-18.2	11.4	-0.5	-0.6	-5.5	-4.7	11.2	2.8
O=C(CN1CCN(Cc2cccc(C(F)(F)F)c2)CC1)NCC(=O)Nc1ccc(F)c(F)c1F	-9.0	1.5	-12.2	6.6	.	0.6	-1.6	-0.4	5.1	5.6	-8.0
O=C(CSc1ccc2c(c1)OCCO2)Nc1ccc(Cl)cn1	-2.1	-1.0	9.9	-10.6	4.3	0.1	0.0	2.2	1.7	-10.8	-3.8
Cc1ccc(NS(=O)(=O)c2ccccc2F)cc1S(=O)(=O)N1CCCCC1	-5.8	-0.5	2.0	-11.6	.	-2.3	0.2	2.4	-6.6	-4.0	-10.3
COc1ccc(N2C(=O)NC3CC2(C)Oc2ccccc23)cc1OC (centres undefined)	-8.8	-1.5	-10.9	-10.1	-1.1	-1.8	0.9	2.5	2.6	-4.3	-1.0
Cc1ccc(C)c(NC(=O)CSc2nnc(CNC(=O)c3ccco3)o2)c1	2.1	0.5	-6.7	8.8	2.7	5.3	0.1	-1.4	2.1	-3.5	-4.0
c1ccc(-n2nnnc2-c2cnc(-c3cccnc3)nc2-c2cccs2)cc1	-8.3	2.1	2.5	-12.5	-13.3	10.3	1.1	-0.4	1.6	-3.8	-12.9
N#Cc1nc(-c2ccco2)oc1NCCc1ccccc1	-4.5	1.8	15.1	-10.2	.	11.5	-2.7	3.5	-1.9	-15.5	-3.5
Cc1ccc(S(=O)(=O)NCCOc2nc(N(C)C)nc(N3CCOCC3)n2)cc1	-2.4	2.3	2.5	-2.4	-4.2	-3.7	-2.9	2.4	-4.4	-18.7	-9.2
CN(Cc1ccccc1)C(=O)COC(=O)C1=NNC(=O)CC1	-1.6	-0.8	-18.3	-10.1	-20.8	-1.3	-2.0	-1.5	0.1	0.6	-2.1
Cc1cccc(N=C2NC(=O)S/C2=C\c2ccco2)c1	12.6	0.3	26.2	2.8	-15.8	3.4	-1.0	-2.4	2.0	1.2	-3.4
C=COCCn1c(=N)n(CCC)c2ccccc21	-0.1	1.0	-39.7	-16.0	11.6	4.1	-0.8	-2.7	-3.5	-3.2	-7.6
CCOc1cc(CNc2ccc3[nH]c(=O)[nH]c3c2)ccc1OCC(=O)NC(C)(C)C	-7.0	-1.3	10.1	-9.3	-2.3	5.1	0.9	5.1	-2.9	-3.3	0.1
C/C(=N\OC(=O)c1ccc(Br)cc1)c1ccccn1	8.4	-0.6	21.1	-17.3	-14.5	-3.0	-1.5	7.2	-2.1	-23.2	-10.8
COc1ccc(CCNC(=O)c2nnn(CC(=O)Nc3ccc(C)cc3C)c2N)cc1OC	-2.7	-1.0	-3.5	-8.2	1.9	0.3	2.8	-5.8	4.7	2.3	52.8*
CCCc1nnc(NC(=O)C(=O)NCCN(C)C)s1	3.4	1.5	26.7	10.5	.	-3.5	-8.7	10.6	-3.1	1.4	-1.6
CN(Cc1nccs1)C(=O)CC1C(=O)NCCN1Cc1ccc(-c2ccccc2)cc1 (centres undefined)	2.4	0.6	3.8	0.3	165.4	-2.5	0.3	3.9	-8.1	-8.1	0.5
O=C(CSc1ccc(C(F)(F)F)cc1[N+](=O)[O-])N1CCOCC1	8.4	-2.0	12.2	12.7	-1.3	0.1	0.7	-1.0	-3.2	5.3	7.3
CN1/C(=C\C(=O)COC(=O)c2nccnc2N)C(C)(C)c2ccccc21	12.3	-0.8	-35.5	-10.0	6.6	1.3	-0.3	-0.9	-2.2	-0.6	-5.4
COc1ccc(NC(=O)C(=O)NCCN2CCN(C(=O)c3ccco3)CC2)cc1	2.4	2.4	21.1	-15.6	119.3	-2.8	0.8	3.6	0.9	-6.6	-3.3
CC(C)NC(=O)c1ccc2c3n(nc2c1)-c1ccccc1CO3	-25.2	0.2	25.7	-9.4	-23.0	.	13.9	-1.9	2.3	-9.6	-1.8
O=C(Nc1ccc2c3c(cccc13)CC2)c1cccc([N+](=O)[O-])c1	-4.4	-0.2	-7.4	0.6	34.4	0.3	1.1	1.3	-6.2	-3.6	-4.5
CCCn1cc(CN2CCC(C(=O)Nc3cccc(-c4cscn4)c3)CC2)c(C)n1	4.3	-1.2	0.6	-1.9	-26.1	-1.3	0.2	-7.2	-2.5	-6.0	-4.3
Cc1nnc2ccc(-c3ccc(NS(=O)(=O)c4ccc(F)cc4F)cc3)nn12	-5.3	-0.7	1.8	-7.4	169.3	0.9	2.0	-8.9	1.4	-10.2	-3.7
C=CCNC(=O)NC(=O)COC(=O)c1nc2nccc(C)n2n1	6.4	0.5	-15.9	-13.5	-0.5	-4.6	-0.2	9.4	-0.6	0.3	-5.8
CCCCc1ccc(NS(=O)(=O)c2cccs2)cc1	-8.7	-0.5	.	-23.2	39.7	-9.6	-2.8	-1.7	-2.6	4.4	-3.4
